POLH inh: inhibitors of human DNA polymerase eta. Potency, µM (highest dose often 114 µM), for the others: at the top dose activity change, negative = inhibition, actives largely listed as inhibitors. recombinant Pol eta, fluorescent DNA replication assay. AID 588591. 1.2% of 390,000 active; note: % is set by controls: 0 for no effect and ±100 for the full control effect
Target sequence (Q9Y253 whole entry, looked up): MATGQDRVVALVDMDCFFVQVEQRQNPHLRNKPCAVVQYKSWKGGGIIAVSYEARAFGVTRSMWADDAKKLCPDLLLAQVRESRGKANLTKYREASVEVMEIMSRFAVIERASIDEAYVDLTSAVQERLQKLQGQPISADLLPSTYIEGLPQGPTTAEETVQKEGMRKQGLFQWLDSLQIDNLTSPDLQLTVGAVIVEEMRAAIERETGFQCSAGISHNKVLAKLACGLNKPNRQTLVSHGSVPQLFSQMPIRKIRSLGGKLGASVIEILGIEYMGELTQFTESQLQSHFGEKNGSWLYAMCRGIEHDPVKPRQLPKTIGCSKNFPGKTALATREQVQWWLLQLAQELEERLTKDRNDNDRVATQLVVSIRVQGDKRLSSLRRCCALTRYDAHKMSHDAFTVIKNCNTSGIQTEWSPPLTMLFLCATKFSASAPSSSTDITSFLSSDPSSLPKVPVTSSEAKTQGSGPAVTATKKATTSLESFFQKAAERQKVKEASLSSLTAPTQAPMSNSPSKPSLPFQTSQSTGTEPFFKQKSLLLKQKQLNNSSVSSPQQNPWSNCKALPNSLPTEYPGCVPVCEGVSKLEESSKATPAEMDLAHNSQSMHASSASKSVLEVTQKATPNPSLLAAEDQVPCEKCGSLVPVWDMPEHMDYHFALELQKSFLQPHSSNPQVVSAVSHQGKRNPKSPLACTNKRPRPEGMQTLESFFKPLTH
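Fluorescent replication assay: 50 nM final substrate added after a 15 min room-temperature compound preincubation with 10 nM enzyme. Signal taken at 0 min and again at 10 min.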
G9a block: inhibitors of human histone lysine methyltransferase G9a | G9a H3K9 monomethylation, AlphaScreen, 2 h | Potency, µM (titrated, usually from 102 µM), for the others: at the top dose activity, negative = inhibition, actives largely listed as inhibitors | 8.8% of 350,000 active | AID 504332; note: % is set by controls: 0 for no effect and ±100 for the full control effect; nearly all actives have a fitted effect of over 75% in size
Target sequence (Q96KQ7 913-1193 limits assumed): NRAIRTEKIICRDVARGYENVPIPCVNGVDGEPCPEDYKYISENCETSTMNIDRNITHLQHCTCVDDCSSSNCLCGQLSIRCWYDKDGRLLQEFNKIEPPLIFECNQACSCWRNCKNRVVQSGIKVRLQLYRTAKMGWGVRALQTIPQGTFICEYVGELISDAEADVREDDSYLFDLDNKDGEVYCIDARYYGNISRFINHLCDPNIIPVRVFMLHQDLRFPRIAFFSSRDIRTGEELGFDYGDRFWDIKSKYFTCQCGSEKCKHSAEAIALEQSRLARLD
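AlphaScreen read-out: biotin-H3K9 peptide (500 nM) methylation by 20 nM enzyme with 20 uM SAM, 2 h at room temperature after 15 min compound preincubation; anti-monomethyl H3K9 antibody plus donor/acceptor beads, 10 min dark.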
Anesthetic bind: binds horse apoferritin like a general anesthetic. P02791. AID 485281. 0.074% of 350,000 active. Potency, µM (doses to about 77.5 µM), for inactives: at the highest dose activity change, negative = displacement, most hits filed as inhibitors. apoferritin/1-aminoanthracene competitive binding, fluorescence; note: % is set by controls: 0 for no effect and ±100 for the full control effect; nearly all actives have a fitted effect of over 20% in size
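Horse-spleen apoferritin (10 uM) in 50% saturated 1-aminoanthracene in PBS was incubated 10 min at room temperature with compound. Fluorescence (ex 380, em 535 nm) was normalized to free and bound 1-AMA, with concentration-response fitted by a four-parameter Hill equation.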
POLB inh: inhibitors of human DNA polymerase beta; Potency, µM (doses to about 114 µM), for inactives: top-dose activity change, negative = inhibition, actives largely listed as inhibitors; Pol beta primer extension/strand displacement, fluorescence kinetic; P06746; AID 485314; 1.3% of 340,000 active; note: % is set by controls: 0 for no effect and ±100 for the full control effect
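Values derive from four-parameter Hill fits of normalized kinetic data: reads at 0 and 10 min following addition of 50 nM substrate to 10 nM Pol beta preincubated 15 min with compound.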
Pol kappa inh: DNA polymerase kappa (human) inhibition; purified Pol kappa, fluorescent DNA synthesis assay, 10 min; Q9UBT6; 0.53% of 400,000 active; Potency, µM (titrated, usually from 107 µM), for the others: at the top dose activity, negative = inhibition, most hits filed as inhibitors; AID 588579; note: % is set by controls: 0 for no effect and ±100 for the full control effect
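Readout: fluorescence, taken kinetically at 0 and 10 min. Conditions: 10 nM Pol kappa, 15 min RT compound preincubation, 50 nM substrate final. Controls: enzyme-free buffer wells.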
APE1 inh: APE1 (human) endonuclease inhibition. P27695. recombinant APE1, TAMRA/BHQ-2 abasic DNA cleavage fluorescence. Potency, µM (series often up to 65.8 µM), for inactives: at the top dose activity change, negative = inhibition, usual class: inhibitors. 0.35% of 350,000 active. AID 2517;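 note: plate controls were vehicle for no effect and reference inhibitor for full effect; nearly all actives have a fitted effect of over 55% in size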
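0.75 nM APE1 + cpd, 15 min RT; start w/ 50 nM TAMRA/BHQ-2 THF-abasic dsDNA; kinetic fluor 525/598 nm ×3 reads @60 s; Δ(read3−read1); normalized to DMSO and NSC13755 control wells.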
Pol iota inh: blocks human DNA polymerase iota activity; Q9UNA4; Pol iota fluorescent replication assay, 10 min; Potency, µM (top dose mostly 115 µM), for inactives: top-dose activity, negative = inhibition, hits mostly inhibitors; 1% of 390,000 active; AID 588590
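Pol iota at 10 nM preincubated 15 min with compounds at room temperature; reaction started with fluorescent substrate, 50 nM final. Fluorescence read kinetically at 0 and 10 min; buffer-only wells as negative control.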
BAZ2B inh: BAZ2B (human) inhibition | AlphaScreen BAZ2B-H3K14Ac peptide displacement | Potency, µM (series often up to 114 µM), for the others: at the highest dose activity change, negative = inhibition, actives largely listed as inhibitors | 4.4% of 360,000 active; note: % is set by controls: 0 for no effect and ±100 for the full control effect; nearly all actives have a fitted effect of over 60% in size
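BAZ2B (50 nM) with biotin-H3(5-23)K14Ac peptide (50 nM) in PBS pH 7.4, 0.01% Tween-20, preformed 30 min, then compound 30 min at room temperature; top concentration 110uM. AlphaScreen streptavidin donor/nickel chelate acceptor beads (10 ug/mL final), 20 min dark, signal read.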
BLM helicase inh: blocks DNA unwinding by human BLM helicase; Potency, µM (series often up to 56.1 µM), for inactives: top-dose activity change, negative = inhibition, usual class: inhibitors; 0.2% of 350,000 active; recombinant BLM DNA unwinding, fluorescence dequenching; P54132;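 note: plate controls were vehicle for no effect and no enzyme for full effect; nearly all actives have a fitted effect of over 35% in size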
Active calls of the source: *; ? = inconclusive; . = no result given; [ ] = remark or other dose. Calls come from the whole dose curve; as a rule, active = well fitted curve in the direction sought with a large enough effect; inconclusive = small, poorly fitted or top-dose-only effect, or another doubt; inactive = no such curve, though single readings can be large; an effect the other way counts as inactive or inconclusive. Potency is the fitted concentration of half-maximal effect.

compound | POLH inh | G9a block | Anesthetic bind | POLB inh | Pol kappa inh | APE1 inh | Pol iota inh | BAZ2B inh | BLM helicase inh
Cc1c(NC(=O)COc2cccc3c2OC(C)(C)C3)c(=O)n(-c2ccccc2)n1C | -4% | 13%[59 µM] | -9% | 0% | 3%[60.1 µM] | -2% | 8% | -13% | -2%
Cc1cc(Cl)c(S(=O)(=O)N2CCCCCC2)cc1OCC(=O)NC1CCCCC1 | -8% | 9% | -19% | ? | -2% | -10% | 6% | -2% | -9%
O=C(c1c(F)cccc1F)N(C1CCCCC1)C1CCCCC1 | -6% | 49% | -10% | 8% | -4% | 30% | 19% | -1% | -6%
O=c1[nH][nH]c(-c2ccccc2)c1C=Nc1ccc(OC(F)(F)F)cc1 | -22% | ? | -22% | -6% | 6% | -4% | 31%[activator] | ? | -8%
Cc1cccc(C(=O)NC(=O)Nc2c(C)cc(C)nc2C)c1 | 0% | -4% | -2% | 2% | -12% | -4% | 110%[activator] | 0% | -3%
O=C(c1ccco1)N(Cc1cccnc1)c1nc2c(F)cc(F)cc2s1 | -12% | 2%[59 µM] | 6% | 7% | -4%[60.1 µM] | . | 14% | -1% | -5%
O=Cc1c(NCc2ccc(Cl)cc2)c2ccccc2[nH]c1=O | -25% | 16% | -14% | 22% | 0% | 40% | 16% | -23% | -3%
COc1ccc(C2=NOC(C(=O)Nc3c(C)n(C)n(-c4ccccc4)c3=O)C2)cc1 (configuration not stated) | -16% | ? | -9% | 27% | -3% | 1% | 41% | 10% | 0%
COc1ccc(Cl)cc1NS(=O)(=O)c1cc(Br)cc2c1N(C(=O)C1CC1)CC2 | -22% | 0%[59 µM] | -4% | -15% | -6% | . | 34%[activator] | -1% | 0%
COc1ccc(NC(=O)CCN2CCN(S(=O)(=O)c3ccc(Cl)cc3)CC2)cc1 | -11% | -4%[59 µM] | -14% | 9% | -1% | -4% | -19% | 2% | -1%
Cc1ccccc1Nc1sc(C(=O)Nc2cccc(Cl)c2)c(N)c1C(N)=O | -13% | 79µM* | -5% | 4% | 1% | 10% | 131%[activator] | ? | -4%
CCOc1ccc(CCNC(=O)COC(=O)c2sccc2C)cc1OCC | -15% | 2%[0.501 µM] | . | . | -12% | 15% | -1% | -27% | .
O=C(COC(=O)c1ccc(Br)o1)NCc1ccc(F)cc1 | -3% | -16%[12.7 µM] | . | . | -5% | -3% | -16% | 9% | .
Cc1ccc(NC(=O)c2c(C)nn(-c3ccccc3)c2-n2cccc2)c(Cl)c1 | -10% | 14%[59 µM] | -4% | 3% | -13% | . | -1% | -1% | -4%
C=CCn1cc(C(=O)NCc2cccnc2)c(=O)c2cc(S(=O)(=O)N(CC)CC)ccc21 | -11% | -11% | -13% | 5% | -11% | 9% | -16% | 7% | -4%
COc1ccc(C(CNC(=O)COc2cccc(C)c2)N2CCCC2)cc1 (configuration not stated) | -11% | 18%[59 µM] | . | . | 0% | -18% | 11% | 10% | .
O=C(N/N=C/c1cccnc1)C1CCCCC1 | -9% | -18% | 1% | 11% | 5% | ? | 135%[activator] | -1% | 0%
Cc1noc(C)c1COc1cccc(C(=O)OC(C)C(=O)Nc2c(C)n(C)n(-c3ccccc3)c2=O)c1 (configuration not stated) | -14% | -27% | -7% | 6% | 6% | -9% | 16% | 10% | 3%
CC(C)CN1CC2(CCN(C(=O)c3cnccn3)CC2)C1 | . | 6%[12.7 µM] | . | . | -3%[60.1 µM] | 0% | . | . | 2%
COc1ccc(CCNCc2c(C(=O)O)c(C)n(Cc3c(F)cccc3Cl)c2C)cc1OC | -4% | -32%[59 µM] | -9% | 1% | -13% | . | ? | ? | 4%
CCOc1ccc(CCNC(=O)COC(=O)c2c(C)nn(-c3ccccc3)c2C)cc1OCC | -10% | 16% | -15% | ? | 3% | 22% | 21% | -20% | -4%
CCN1CCN(c2cc(C)c3cc(NC(=O)CCC(=O)N4CCN(c5ccccc5OC)CC4)ccc3n2)CC1 | -19% | -73% | 5% | 3% | -6% | 20% | 41%[activator] | -3% | -7%
CCCC(=O)N=C1SC2CS(=O)(=O)CC2N1c1ccc(C(C)=O)cc1 (configuration not stated) | -14% | -1% | -2% | -3% | -4% | 1% | -3% | 2% | -2%
CCOc1ccc(N2CC(C(=O)N3CCc4ccccc43)CC2=O)cc1 (configuration not stated) | 14% | ? | -20% | 6% | -4% | 34% | 35%[activator] | 4% | -5%
Cc1ccc(Cl)cc1N1CCN(C(=O)Cn2ncc3c([nH]c4ccccc43)c2=O)CC1 | -14% | 1%[59 µM] | -6% | 9% | -1% | . | -2% | 1% | -2%
CCN(CC)CCNC(=O)Cn1c(-c2ccccn2)nc2ccccc21 | -10% | -2%[12.7 µM] | -9% | 16% | 1% | 20% | 25% | -6% | 3%
COc1ccc(C)cc1NC(=O)COC(=O)Cc1ccc(-c2ccccc2)cc1 | -7% | -9% | -13% | -4%[57.1 µM] | -12% | 1% | 7% | 8% | -12%
O=C1COc2cc(ccc2[N+](=O)[O-])Oc2ccc(cc2Cl)C(=O)CCCCO1 | -7% | 9%[2.33 µM] | . | . | -9% | 22% | 14% | 0% | .
COc1ccc(-c2c(-c3cc(OC)cc(OC)c3)n(C)c3ccc(-c4ccc(OC)c(F)c4)cc23)cc1 | -5% | . | . | . | -20% | -10% | -3% | . | .
COCCNC(=O)Cn1cnc2c(cnn2-c2ccc(C)cc2)c1=O | -6% | 16%[59 µM] | -6% | 78% | 2% | -5% | ? | -28% | -4%
CCN=C(NCC)SC1CC(=O)N(c2ccc(OCC)cc2)C1=O (configuration not stated) | -14% | -4% | -3% | 1% | -11% | -4% | -9% | 0% | -2%
CCOc1cc(NC(=S)Nc2ccccc2OC)c(OCC)cc1NC(=O)c1ccccc1C | -4% | 31%[0.501 µM] | 53%[activator] | ? | -13% | 1% | 7% | ? | -8%
COc1nc(-c2ccccc2)cc(-c2ccccc2)n1 | -17% | 88%[activator][59 µM] | -16% | 16% | -7% | -10% | -10% | 123%[activator] | -4%
O=C(CN1C(=O)NC2(CCCC2)C1=O)OCc1ccc(Cl)c(Cl)c1 | ? | 11% | . | . | 1% | 43% | 13% | -7% | .
COc1c(C(CC(C)C)OC(C)=O)ccc2c1C(=O)OCc1cc(C)cc(O)c1O2 (configuration not stated) | ? | ? | -18% | 1% | 1% | -6% | 9% | -36% | -20%
NS(=O)(=O)c1ccc(-c2ccc(/C=N/Nc3ccc(C(=O)O)cc3)o2)cc1 | 28µM* | . | 46%[activator] | -16% | ? | ? | 50µM* | -7% | -15%
C[N+]1(C)CCC[C@@H](OC(=O)C(O)(c2ccccc2)c2ccccc2)C1 | . | 22%[21.5 µM] | -3%[29.3 µM] | . | -2%[19.4 µM] | . | . | . | 5%[21.4 µM]
COCCCNC(=O)c1ccccc1C(F)(F)F | -38% | 25% | 8% | 0% | 2% | 12% | 49%[activator] | -21% | 2%
CC(C)(C)C(=O)/C=C/Nc1ccccc1O | -10% | -33%[59 µM] | ? | 2% | 5% | -3% | 30%[activator] | -32% | -2%
COC(=O)C(CC(C)C)NC(=O)/C=C/c1ccccc1Cl (configuration not stated) | -12% | 13%[59 µM] | -3% | 47% | -17% | 13% | 1% | 11% | -1%
COc1ccc(/C=C(\C#N)c2nc3ccccc3c(=O)[nH]2)cc1OC | 4% | 0%[59 µM] | -11% | 2% | -12% | . | -11% | 3% | -3%
O=C(c1ccc(N2CCN(C(=O)c3ccccc3)CC2)cc1)c1cccc(F)c1 | -7% | -10% | -8% | 35% | 2% | 9% | ? | 15% | -9%
COc1ccc(OC)c(C(=O)CSc2nnc(-c3ccc(OC)c(OC)c3)o2)c1 | . | -20%[12.7 µM] | 1% | 4% | . | 11% | . | 3% | -1%
CC(C)C(NC(=O)c1ccccc1F)C(=O)NCc1ccc(F)cc1 (configuration not stated) | -17% | 8% | 1% | 7% | -2% | 51% | 33%[activator] | 0% | 1%

Quoted from the entries so far (ten entries):
compound | POLH inh | G9a block | Anesthetic bind | POLB inh | Pol kappa inh | APE1 inh | Pol iota inh | BAZ2B inh | BLM helicase inh
Cc1c(NC(=O)COc2cccc3c2OC(C)(C)C3)c(=O)n(-c2ccccc2)n1C | -4% | 13%[59 µM] | -9% | 0% | 3%[60.1 µM] | -2% | 8% | -13% | -2%
Cc1cc(Cl)c(S(=O)(=O)N2CCCCCC2)cc1OCC(=O)NC1CCCCC1 | -8% | 9% | -19% | ? | -2% | -10% | 6% | -2% | -9%
O=C(c1c(F)cccc1F)N(C1CCCCC1)C1CCCCC1 | -6% | 49% | -10% | 8% | -4% | 30% | 19% | -1% | -6%
O=c1[nH][nH]c(-c2ccccc2)c1C=Nc1ccc(OC(F)(F)F)cc1 | -22% | ? | -22% | -6% | 6% | -4% | 31%[activator] | ? | -8%
Cc1cccc(C(=O)NC(=O)Nc2c(C)cc(C)nc2C)c1 | 0% | -4% | -2% | 2% | -12% | -4% | 110%[activator] | 0% | -3%
O=C(c1ccco1)N(Cc1cccnc1)c1nc2c(F)cc(F)cc2s1 | -12% | 2%[59 µM] | 6% | 7% | -4%[60.1 µM] | . | 14% | -1% | -5%
O=Cc1c(NCc2ccc(Cl)cc2)c2ccccc2[nH]c1=O | -25% | 16% | -14% | 22% | 0% | 40% | 16% | -23% | -3%
COc1ccc(C2=NOC(C(=O)Nc3c(C)n(C)n(-c4ccccc4)c3=O)C2)cc1 (configuration not stated) | -16% | ? | -9% | 27% | -3% | 1% | 41% | 10% | 0%
COc1ccc(Cl)cc1NS(=O)(=O)c1cc(Br)cc2c1N(C(=O)C1CC1)CC2 | -22% | 0%[59 µM] | -4% | -15% | -6% | . | 34%[activator] | -1% | 0%
COc1ccc(NC(=O)CCN2CCN(S(=O)(=O)c3ccc(Cl)cc3)CC2)cc1 | -11% | -4%[59 µM] | -14% | 9% | -1% | -4% | -19% | 2% | -1%

Screening results deposited in PubChem by National Center for Advancing Translational Sciences (NCATS).

Not all compounds are listed; count on the stated rates, not on these rows.
